High-throughput results deposited in PubChem by The Scripps Research Institute Molecular Screening Center.
phage Ecoli inh: E. coli growth loss with phage present. AID 651602. 360,000 compounds, 0.26% hits. growth absorbance. inhibition, % at 11.9 µM; in the data active = inhibition above about 11%
Active calls of the source: *. The list is partial; the hit share may differ from the screen's.

SMILES	phage Ecoli inh
CCOC(=O)Nc1cc(=O)c([N+](=O)[O-])c(N)[nH]1	1.2
Cc1cccc(C)c1-n1nnnc1C1c2ccccc2C(=O)N1CCc1ccc(O)cc1 (stereo not drawn)	0.4
C=CCOc1cccn2c(N(C=O)Cc3ccc(OC)cc3)c(CC)nc12	2.5
c1cnn2c(-c3ccc4c(c3)CCO4)cnc2c1	2.1
CNc1cc(-c2ccc(OC)nc2)ncn1	1.5
Cc1ccc(CNc2ncnc3ccc(-c4ccc(CO)o4)cc23)o1	-1.2
COc1ccc(C(C)(C)C)cc1NC(=O)OC[C@@H]1CSCCS(=O)(=O)N1	1.6
CCN(CC)C(=O)c1cccc(-c2csc(C(O)c3cccc(Cl)c3)n2)c1 (stereo not drawn)	0.8
COc1cc(-c2cnc3c(NC(C)=O)cc(-c4ccccc4CN(C)C)cn23)cc(OC)c1OC	2.8
CC(C)[C@H](NC(=O)c1ccc(Cl)c(Cl)c1)C(=O)N1CCC[C@H]1C(=O)NCCc1ccccc1Cl	2.2
CN(C)CCN(C)C1CN(Cc2ccccc2)S(=O)(=O)C1 (stereo not drawn)	4.1
COc1cc(OC)cc(C2=Cc3ccccc3C(CC(C)=O)N2c2ccc(C#CCCO)cc2)c1 (stereo not drawn)	-0.1
CC1(C(=O)NS(=O)(=O)c2ccccc2Cl)CCN1C(=O)c1ccccc1 (stereo not drawn)	-1.9
COc1cccc(CNC(=O)[C@@H]2CCCN2C(=O)[C@@H]2CCCN2C(=O)c2c(F)cccc2F)c1	-0.2
CCCCNC(=O)C1(C)CCCCN1CC(=O)c1ccc(OC)cc1 (stereo not drawn)	0.5
Cc1cccc(C)c1NC(=O)C(c1ccc(C#N)cc1)n1c(=O)c(-c2ccccc2)nc2ccccc21 (stereo not drawn)	-1.4
C[N+](C)(C)CCN1C(=O)c2ccccc2C1=O	1.4
Cc1cc(N2CCN(C(=O)OC(C)(C)C)C[C@@H]2C)ccc1N1CCN(Cc2ccccc2)[C@H](C)C1	1.1
CN1OC[C@@H]2CN(C(=O)CCc3ccccc3)[C@H](c3ccc(-n4ccnc4)cc3)C[C@@H]21	1.4
COC(=O)[C@]12CCCCC=C1N(Cc1ccccc1)C(=O)[C@H](CC(=O)NCC13CC4CC(CC(C4)C1)C3)C2	1.1
C[C@H](O)[C@@H]1C(=O)N2CCc3c([nH]c4cccc(-c5ccccc5)c34)[C@@H]2C[C@@H]1N(C)C(=O)NC1CCCCC1	-0.2
CC1Cc2[nH]c(=S)[nH]c(=O)c2C(c2ccc(F)cc2)O1 (stereo not drawn)	4.0
Cc1cc(Oc2cccnc2)ccc1NC(=O)Cc1cn(C)c2ccccc12	-1.2
CN(C)CCNc1ncnc2c1ncn2[C@H]1CN(Cc2ccc3c(c2)OCO3)C[C@@H](CO)O1	2.5
CC(C)NC(=O)c1cc(C2CCCCN2C(=O)CCCc2ccccc2)on1 (stereo not drawn)	1.4
CC(O)(c1ccc(F)c(F)c1)c1nc(-c2cccc(F)c2)cs1 (stereo not drawn)	2.3
CCCCC[C@@H]1[C@@H]2C(=C(OCC)C[C@@H]3C(=O)N(c4ccccc4)C(=O)[C@H]23)[C@H](c2ccccc2)N1S(=O)(=O)c1ccc(C)cc1	-1.0
COc1ccc(C2=Nc3ccccc3NC(=O)C2N(C(=O)c2cnc(C)cn2)c2ccc(N3CCOCC3)cc2)cc1 (stereo not drawn)	-0.5
c1csc(CNc2ccn3nc(-c4ccc(OCCN5CCOCC5)cc4)cc3n2)c1	-0.5
CCOC(=O)[C@]12CCCC=C1N(Cc1ccco1)C(=O)[C@H](CC(=O)NCc1ccccc1)C2	0.9
Nc1nc(Cl)nc2c1ncn2C1CCC(CO)O1 (stereo not drawn)	2.7
Cc1ccc(S(=O)(=O)/C=C2\OCc3ccccc32)cc1	-0.5
O=C1NC[C@H](CCCCN2C[C@H](Cc3ccc(O)cc3)N(CCc3ccc(O)cc3)C(=O)C2=O)N(CCc2ccccc2)C1=O	1.8
COc1cc(C(=O)N2CCCCC2c2cc(C(=O)Nc3ccccc3Cl)no2)cc(OC)c1C (stereo not drawn)	3.8
O=C(Nc1ccc2c(c1)OCO2)c1cc(C2CCCCN2C(=O)CCCc2ccccc2)on1 (stereo not drawn)	3.5
COc1ccc(CN2C(=O)c3ccccc3C2c2nnnn2-c2ccc3c(c2)OCCO3)cc1OC (stereo not drawn)	0.6
CCc1ccc([C@@H]2C[C@H]3[C@@H](CN2S(=O)(=O)c2ccc(C)cc2)C(=O)C[C@@H](c2ccc(Cl)cc2)N3S(=O)(=O)c2ccc(C)cc2)cc1	2.1
O=C1c2ccccc2C(c2nnnn2-c2ccc3c(c2)OCCO3)N1Cc1cccnc1 (stereo not drawn)	-0.2
Cc1cc(C)nc(Nc2nc(C(N)Cc3ccc(C(F)(F)F)cc3)cs2)n1 (stereo not drawn)	4.8
C[C@H](CO)N1C[C@H](C)[C@@H](CN(C)C(=O)Nc2cccc(C(F)(F)F)c2)OCc2cn(nn2)CCCC1=O	0.7
CC(C)COC(=O)N1CCCCC1c1cc(C(=O)NCc2ccc(F)cc2)no1 (stereo not drawn)	3.7
COc1ccc(-c2ccc(C(=O)Nc3cccc(C(F)(F)F)c3)c3occc23)c(C)c1	2.6
Cc1ccc(CNC(=O)OC2CC3CC2[C@H]2CCCCN2C3=O)cc1 (stereo partly drawn)	1.2
CCOc1ccccc1CN1[C@@H](c2ccc(OC)cc2)CC(C(=O)OC)(C(=O)OC)[C@H]1c1ccccc1	1.7
Cc1[nH]c2ccccc2c1CC(=O)Nc1ccc(Nc2cccnc2)c(-c2cc(F)cc(F)c2)c1	1.6
CC(C)c1ccc(NC(=O)Nc2nc(C(N)C(C)C)cs2)cc1 (stereo not drawn)	-4.0
Cc1ccc(CNC(=O)/C=C/[C@H]2O[C@@H](n3cc(C)c(=O)[nH]c3=O)C[C@@H]2O)o1	2.5
Nc1ccc(-c2cc(NC=O)c3ncc(-c4cccc(C(F)(F)F)c4)n3c2)cn1	3.0
COc1ccc(/C=C/c2cc(O)cc(O[C@@H]3O[C@H](CO)[C@@H](O)[C@H](O)[C@H]3O)c2)cc1O	3.9
O=C(NCc1ccc(F)cc1)c1cc(C2CCCCN2S(=O)(=O)c2ccc(F)cc2F)on1 (stereo not drawn)	4.6

Remaining list, next part
SMILES	phage Ecoli inh
COc1ccc2c(c1)[C@@]1(OCCC=C[C@H]1C)C(=O)N2Cc1ccc(F)cc1	1.7
Brc1cccc(-c2nc3ccc(Br)cn3c2Cc2ccsc2)c1	3.4
CC(C)[C@H](NC(=O)C1CC1)C(=O)N1CCC[C@H]1C(=O)NCCc1ccccc1Cl	-0.3
COc1cccc(-c2cc3nc(NCc4ccccc4OC)n(C)c(=O)c3s2)c1	3.2
COc1ccc(CCN2C(=O)CSCC2(C)C(=O)Nc2ccc3c(c2)OCCO3)cc1OC (stereo not drawn)	2.3
COC(=O)[C@]12C[C@H](CC(=O)NCc3ccccc3)C(=O)N(CCC3=CCCCC3)C1=C[C@H](COCc1ccccc1)O[C@@H]2C	3.2
COC(=O)C1=C(C)N(Cc2ccc(C(F)(F)F)cc2)C(=NCc2ccc(C(F)(F)F)cc2)NC1c1ccc(F)cc1 (stereo not drawn)	7.5
COC(=O)[C@@]1(Cc2ccc(OC)cc2)[C@H]2c3cc(C(=O)N4CCCC4)n(Cc4ccc(OC(F)(F)F)cc4)c3C[C@H]2CN1C(=O)c1ccccc1	7.9
Cc1nc2c(OCCOc3ccccc3)cccn2c1N(C)C(=O)CCC1CCCC1	1.1
COC(=O)C1=CN(c2ccc(N3CCOCC3)cc2)C(N)=C(C#N)C1c1ccccc1 (stereo not drawn)	2.5
OC(c1cc(Cl)cc(Cl)c1)c1ncc(-c2ccccc2F)[nH]1 (stereo not drawn)	6.9
Cc1ccc(S(=O)(=O)NC(=O)C2(C)CCN2C(=O)c2ccccc2CCc2ccccc2)nc1 (stereo not drawn)	1.4
Cc1cccc(C)c1NC(=O)CN1CCN(C/C=C/c2ccccc2)CC1	2.5
CN(C)C1CN(Cc2cn(Cc3ccc(F)cc3)nn2)S(=O)(=O)C1 (stereo not drawn)	2.1
Cn1nccc1-c1coc2c(C(=O)NCC3CCOCC3)cccc12	0.4
CN(C)CCCNc1nc2cc(-c3ccn[nH]3)sc2c(=O)n1C	4.9
CN(C)c1ccc(-c2ccnc3c2CC(C)(C(=O)Nc2cccc(OC(F)(F)F)c2)O3)cc1 (stereo not drawn)	-0.3
CCCCCCCCN1C(=O)[C@@H](CC(=O)N2CCSCC2)C[C@@]2(C(=O)OC)C1=C[C@H](C1CCCC1)O[C@@H]2C	1.6
Cc1cccc(NC(=O)c2cnc3sccn3c2=O)c1C	1.4
COc1cccc(CNc2nc(NCc3cccs3)nc3ccsc23)c1	3.6
c1ccc(COc2cccc(-c3cc4nc(NCCCn5ccnc5)ccn4n3)c2)cc1	2.0
Cc1ccc(-c2nc3c(Cl)cc(C(F)(F)F)cn3c2Cc2cccc(Cl)c2)cc1	2.5
CS(=O)(=O)N1CCCCC1c1cc(C(=O)Nc2cccc(C#N)c2)no1 (stereo not drawn)	5.3
COCCN1C[C@@H](CO)O[C@@H](n2cnc3c(NCc4ccc(F)cc4)ncnc32)C1	-0.1
CCCc1nc2c(C)cc(Br)cn2c1Cc1ccsc1	2.2
CCCC(=O)N1CCC1(C)C(=O)Nc1ccc2nc(C)ccc2c1 (stereo not drawn)	0.9
Cc1cccc(C)c1-n1nnnc1C(c1cccc2ccccc12)N1CCN(C/C=C/c2ccccc2)CC1 (stereo not drawn)	2.3
COc1cccc(C(O)c2ncc(-c3cccc4ccccc34)[nH]2)c1 (stereo not drawn)	6.1
CCOC(=O)[C@]12CCC=C1N(Cc1cccc3ccccc13)C(=O)[C@H](CC(=O)NCc1ccccc1)C2	4.1
COC(=O)[C@]12CCCCC=C1N(CCC1=CCCCC1)C(=O)[C@H](CC(=O)N1CCCC1)C2	2.3
c1csc(-c2ccc3nncn3c2)c1	1.1
COC(=O)[C@]12CCCCC=C1N(Cc1ccccc1)C(=O)[C@H](CC(=O)N1CCC(c3ccccc3)CC1)C2	-0.3
CCCNC(=O)c1cc(C2CCCN(S(=O)(=O)c3ccccc3)C2)on1 (stereo not drawn)	4.1
O=C(Nc1ccc2c(c1)OCCO2)C(CCc1ccccc1)N1CCN(C/C=C/c2ccccc2)CC1 (stereo not drawn)	3.9
CC1CN(C(=O)/C(C#N)=C2\N=C(NC(=O)c3ccccc3Cl)c3ccccc32)CC(C)O1 (stereo not drawn)	2.8
CCCCNC(=O)C1(C)CCN1C(=O)c1ccc(F)c(C)c1 (stereo not drawn)	2.2
COc1ccc(-c2ncn(CCc3ccccc3OC)c2C(C)C)cc1	0.2
COc1ccc(-c2cc(NC=O)c3ncc(-c4cccc(C(=O)NCCN(C)C)c4)n3c2)cc1	3.0
Cn1cc(-c2cnc3c(NC=O)cc(-c4cccc(C(F)(F)F)c4)cn23)cn1	1.2
CCOC(=O)N1C(=O)C[C@](Sc2ccc(C)cc2)(C(=O)OC)[C@H]1c1ccccc1	-0.2
Cc1ccccc1-c1cc2nc(Oc3cccc(F)c3)n(C)c(=O)c2s1	6.3
CCCC(=O)N1CCCC1(C)C(=O)Nc1ccc(OC(F)F)cc1 (stereo not drawn)	3.2
Cc1ccc(Cl)cc1NC(=O)OCCN(C)C(=O)Nc1cc(Cl)ccc1C	2.4
Cc1ccc([C@@H]2CC(=O)[C@@H]3CN(S(=O)(=O)c4ccc(C)cc4)[C@H](c4ccccc4F)C[C@@H]3N2S(=O)(=O)c2ccc(Cl)cc2)cc1	3.7
COc1ccc2c(c1)[C@@H](NC(=O)c1ccncc1)[C@H](C)[C@H]2c1ccccc1	2.2
CCOC(=O)C1=CCN(S(=O)(=O)c2ccc(F)cc2)C1c1ccc(Cl)c(Cl)c1 (stereo not drawn)	1.7
CC(C)(C)Cc1c(-c2cccc(Br)c2)nc2ccc(Cl)cn12	3.7
CCCn1c(SCC(=O)N2CCc3ccccc32)nnc1-c1ccncc1	-1.2
CC(=O)N1c2ccc(S(=O)(=O)N3CCCC(C(=O)Nc4ccc(C)cc4)C3)cc2CC1C (stereo not drawn)	2.8
CC1(C(=O)Nc2ccc(F)c(Cl)c2)Cc2c(-c3cccc(C(N)=O)c3)ccnc2O1 (stereo not drawn)	3.3
Cc1c(C(=O)NCc2ccccc2C(F)(F)F)sc(=O)n1Cc1ccc(S(=O)(=O)N(C)C)cc1	2.6
C=C1[C@@H](C)CN[C@@H]1CCO	2.9
O=C(c1ccco1)N(Cc1cccnc1)C(c1ccccc1)c1nc2ccccc2[nH]1 (stereo not drawn)	-1.6
